Screens (PubChem)
UTI89 phage lysis: inhibition of K1F phage lysis, E. coli UTI89, bacterial capsule biogenesis inhibitors, alamar blue (AID 488966) | E. coli UTI89 K1F phage lysis, alamar blue, 2 h; higher % means a stronger effect | 0.02% of 340,000 active | one-dose inhibition, % at 100 µM; IC50 in µM for titrated hits;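 active means phage lysis inhibition, versus mean bacterial control, above a set limit; inconclusive means no clear call, values can overlap the other calls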;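 further: capsule biogenesis inhibitors block K1F phage lysis so surviving cells raise fluorescence; higher fluorescence means more inhibition of phage lysis; actives were called in the ten point dose series up to 300 µM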
Myeloid diff 2: induction of myeloid progenitor differentiation, primary screen, cell-based, flow cytometry, MLPCN library | ER-HoxA9 myeloid progenitors, lysozyme-GFP differentiation | calls only at 10 µM | 1% of 360,000 active | AID 624256, 2012;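 active means normalized GFP-positive differentiation at or above the plate's own cutoff, the solvent-only control mean plus 3 SD; inconclusive means no clear call, values can overlap the other calls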;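 further: cells exposed to compound for four days before flow analysis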
Myeloid diff 2 GFP+ MAC1+ %: also measured in Myeloid diff 2; calls as there; GFP+ MAC1+ double positive, %; measured here: differentiation confirmed by MAC1 staining
* marks the source's active call; other numbers are inactive results; i = inactive; ? = inconclusive; nt = no result given; [ ] = remark or other dose. This is a subset. The share of hits here may be higher or lower than overall.

Order of values – UTI89 phage lysis	Myeloid diff 2	Myeloid diff 2 GFP+ MAC1+ %
- COc1ccc(Cl)cc1NC(=O)CN(C)C(=O)c1ccc(OCc2ccccc2)c(OC)c1
  -0.9%[50 µM]	i	0.6
- CC(C)C(NC(=O)CCNC(=O)c1ccccc1Cl)c1nc2ccccc2[nH]1 (stereo unspecified)
  0.2%[50 µM]	i	0.4
- C=CCc1ccc(OCCCNC2CCCC2)c(OC)c1
  -1.8%	i	0.3
- O=C(COC(=O)Cc1cccs1)Nc1cc(S(=O)(=O)N2CCOCC2)ccc1Cl
  -0.6%	i	0.8
- CN(CC(=O)Nc1c(Cl)cccc1Cl)C(=O)c1sccc1-c1ccccc1
  0.6%[50 µM]	i	1.4
- Cc1ccc(S(=O)(=O)CCC(=O)Nc2ccccc2N2CCCC2)cc1
  0.5%[50 µM]	i	1.1
- O=C(O)CN1CCN(CC(=O)O)CCN(CC(=O)O)CCN(CC(=O)O)CC1
  7.8%	i	2.1
- Cc1noc(C)c1C(=O)OCC(=O)N(C)C1(C#N)CCCCC1
  0.6%[50 µM]	i	1.2
- COc1ccc(C(CNC(=O)C(C)Oc2ccc(Br)cc2)N2CCOCC2)cc1 (stereo unspecified)
  0.9%[50 µM]	i	0.9
- O=C(CN1C(=O)NC2(CCCC2)C1=O)OCc1ccccc1F
  0.7%[50 µM]	i	0.9
- CCc1ccc(OCC(=O)NNC(=O)c2cc(S(=O)(=O)N3CCOCC3)ccc2N2CCCC2)cc1
  1.3%[50 µM]	i	0.8
- O=C(NCC1CCCO1)c1cc2c([nH]c3ccccc32)c(-c2cccc(Br)c2)n1 (stereo unspecified)
  1.3%	?	nt
- COc1ccc(COC(=O)CCS(=O)(=O)c2ccc(C)cc2)cc1
  1.0%[50 µM]	i	0.6
- CCC1(c2ccc(F)cc2)NC(=O)N(CC(=O)N2CCc3ccccc3C2)C1=O (stereo unspecified)
  0.8%[50 µM]	i	0.9
- Cc1cccc(NC(=O)CSCC(=O)Nc2ccccc2C(=O)NC2CC2)c1
  1.8%[50 µM]	i	0.6
- CCOC(=O)N1CCN(C(=O)CSc2nc(=O)n3ccccc3n2)CC1
  0.0%[50 µM]	i	0.5
- CC(C)[C@H](NC(=O)OCc1ccccc1)C(=O)OCC(=O)N1CCCCC1
  3.1%	i	1.7
- CC(=O)Nc1ccc(NC(=O)C(C)OC(=O)CCCN2C(=O)c3cccc4cccc(c34)C2=O)cc1 (stereo unspecified)
  -1.5%	i	0.7
- Cc1cccc(Nc2nc(NCCO)nc(N3CCCC3)n2)c1
  -1.1%	i	1.4
- Cc1cc(C(C)(C)C)cc(C)c1S(=O)(=O)N1CCN(C(=O)c2cc([N+](=O)[O-])c[nH]c2=O)CC1
  -0.3%	i	0.5
- O=C(NCCS(=O)(=O)N1CCN(c2ccccc2F)CC1)c1cccs1
  1.4%[50 µM]	i	1.3
- Cc1ccc(C)c(S(=O)(=O)N2CCN(C(=O)CNC(=O)c3sc4ccccc4c3Cl)CC2)c1
  0.7%[50 µM]	i	0.5
- O=C(COC(=O)c1ccccc1OCc1ccccc1Cl)NC1CCS(=O)(=O)C1 (stereo unspecified)
  0.7%[50 µM]	i	1.5
- CC1CCCC(O)(C(C(=O)O)c2ccccc2)C1 (stereo unspecified)
  2.3%	i	0.8
- COc1ccc(OC)c(/C=C/C(=O)OCC(=O)Nc2nnc(-c3ccccc3)o2)c1
  -0.6%	i	0.9
- COc1ccc(-c2c(-c3cc(OC)cc(OC)c3)n(C)c3ccc(-c4cc(F)cc(OC)c4)cc23)cc1
  -0.9%	i	1.7
- O=C(CCC(=O)N1CCN(c2ccc(C(F)(F)F)cn2)CC1)c1cccs1
  0.5%[50 µM]	i	1.1
- CCOc1ccc(C(=O)NCC(=O)NCC(c2ccco2)N2CCCCC2)cc1 (stereo unspecified)
  0.8%[50 µM]	i	1.0
- O=C(NCC(c1ccco1)N1CCN(c2ccccc2)CC1)C(=O)NC1CC1 (stereo unspecified)
  1.4%[50 µM]	i	0.5
- CC(Sc1ccccc1)C(=O)NNC(=O)c1csc(N2CCOCC2)n1 (stereo unspecified)
  1.2%[50 µM]	i	0.4
- CCC(=O)[C@@]1(C)[C@H](C)C[C@H]2[C@@H]3CCC4=CC(=O)C=C[C@]4(C)[C@H]3[C@@H](O)C[C@@]21C
  5.0%	i	22.2
- Cc1noc(NS(=O)(=O)c2ccc(NC(=O)c3ccc(F)cc3)cc2)c1C
  -2.3%	i	0.6
- CN(NS(=O)(=O)c1ccccc1)C(=O)c1ccccc1
  1.5%	i	0.5
- CC(C)[C@H](NC(=O)c1ccco1)C(=O)OCC(=O)c1ccc(Br)s1
  -1.0%	i	0.8
- CC(NC(=O)COC(=O)Cc1cccs1)c1ccc(F)cc1 (stereo unspecified)
  1.0%[50 µM]	i	1.6
- O=C(CCc1nc2ccccc2c(=O)[nH]1)N1CCN(S(=O)(=O)c2cccc([N+](=O)[O-])c2)CC1
  0.5%[50 µM]	i	0.3
- COc1ccc(CN2CC(=O)N3[C@H]4c5cc(C)ccc5OC[C@@H]4[C@H](c4ccccc4)[C@]3(C)C2=O)cc1
  0.6%	i	1.7
- CCN(C[C@H]1N[C@@](C)(C(=O)OC)[C@H]2C(=O)N(C)C(=O)[C@@H]12)S(=O)(=O)c1ccc(F)cc1
  0.1%	i	0.8
- C[C@@H]1CN([C@@H](C)CO)C(=O)Cc2cc(NC(=O)Nc3ccc(C(F)(F)F)cc3)ccc2O[C@@H]1CN(C)S(=O)(=O)c1ccc(Cl)cc1
  1.0%	i	0.8
- COC(=O)c1c(-c2ccc(OC)cc2)sc2cc3c(cc12)OCO3
  2.8%	i	0.5
- COc1cc(/C=C/C(=O)OC(C)C(=O)Nc2c(C)n(C)n(-c3ccccc3)c2=O)ccc1O (stereo unspecified)
  -1.5%	i	1.4
- O=C1C=C(c2ccccc2)C[C@@H](c2ccc(Cl)cc2)C1
  -0.8%	i	2.2
- CC1Cc2ccccc2N1C(=O)COC(=O)/C=C/c1cccc(F)c1 (stereo unspecified)
  0.0%[50 µM]	i	0.7
- CCCCn1c(N)c(N(CC(C)C)C(=O)c2ccc(OCc3c(C)noc3C)cc2)c(=O)[nH]c1=O
  1.4%[50 µM]	i	0.9
- CCOc1ccc2c(c1)sc1nc(C(=O)OC)cc(=O)n12
  0.4%	i	2.3
- COc1ccc(-c2sc3ccc(N4CCOCC4)cc3c2C#Cc2ccsc2)cc1
  1.9%	i	0.7
- Cc1ccc(N2CC(NS(=O)(=O)c3cccnc3)CC2=O)cc1C (stereo unspecified)
  0.0%[50 µM]	i	0.3
- O[C@@H]1[C@@H](O)C=C2CCN3Cc4cc5c(cc4[C@H]1C23)OCO5 (stereo partly specified)
  2.5%	?	nt
- COc1ccc(NC(=O)COc2cccc3c2OC(C)(C)C3)c(OC)c1
  0.7%[50 µM]	i	0.7
- CCN1C(=O)C(=O)N(CC(=O)N(C)CC(=O)Nc2ccccc2Cl)C1=O
  3.6%[50 µM]	i	0.6
- O=C1C=C(c2ccc(-c3ccccc3)c(F)c2)C[C@@H](c2ccc(Cl)cc2)C1
  -0.1%	i	0.6
- COc1ccc(CCNC(=O)C(=O)NCC2CCCN2S(=O)(=O)c2cccs2)cc1OC (stereo unspecified)
  0.8%[50 µM]	i	0.6
- O=C(CN1C(=O)NC2(CCc3ccccc32)C1=O)c1c[nH]c2ccccc12 (stereo unspecified)
  0.3%[50 µM]	i	0.8
- CC(C)(C)NS(=O)(=O)c1ccc(NC(=O)C2CC(=O)N(CCc3ccc(F)cc3)C2)cc1 (stereo unspecified)
  -0.2%	i	1.6
- O=C(/C=C/NCc1cccnc1)c1ccc(Br)cc1
  1.8%	i	0.6
- Cc1cccc(NC(=O)CN2CCN(C(=O)C3CCC3)CC2)c1C
  1.2%[50 µM]	i	0.4
- COc1cc(C(=O)COC(=O)c2c(C)noc2C)cc(OC)c1OC
  0.4%[50 µM]	i	1.3
- O=C(COc1ccc(F)cc1)NCCNC(=O)COc1ccc(F)cc1
  0.7%[50 µM]	i	1.0
- CC(C)C(NC(=O)c1ccc(F)cc1)C(=O)N1CCN(C(=O)c2ccco2)CC1 (stereo unspecified)
  0.5%[50 µM]	i	0.5
- CCCC(=O)Nc1cc(S(=O)(=O)N2CCOCC2)ccc1N1CCCCC1
  3.0%	i	0.6

A draw from above in order of SMILES length, smallest number first:
Order of values – UTI89 phage lysis	Myeloid diff 2	Myeloid diff 2 GFP+ MAC1+ %
- CCOc1ccc2c(c1)sc1nc(C(=O)OC)cc(=O)n12
  0.4%	i	2.3
- COc1ccc(COC(=O)CCS(=O)(=O)c2ccc(C)cc2)cc1
  1.0%[50 µM]	i	0.6
- CCOc1ccc(C(=O)NCC(=O)NCC(c2ccco2)N2CCCCC2)cc1 (stereo unspecified)
  0.8%[50 µM]	i	1.0
- O=C(CCC(=O)N1CCN(c2ccc(C(F)(F)F)cn2)CC1)c1cccs1
  0.5%[50 µM]	i	1.1
- O=C(O)CN1CCN(CC(=O)O)CCN(CC(=O)O)CCN(CC(=O)O)CC1
  7.8%	i	2.1

Limited to Myeloid diff 2 and Myeloid diff 2 GFP+ MAC1+ % (5 entries from above):
SMILES | Myeloid diff 2 | Myeloid diff 2 GFP+ MAC1+ %
CCCC(=O)Nc1cc(S(=O)(=O)N2CCOCC2)ccc1N1CCCCC1 | i | 0.6
COc1ccc(NC(=O)COc2cccc3c2OC(C)(C)C3)c(OC)c1 | i | 0.7
COc1ccc(-c2sc3ccc(N4CCOCC4)cc3c2C#Cc2ccsc2)cc1 | i | 0.7
CC(C)(C)NS(=O)(=O)c1ccc(NC(=O)C2CC(=O)N(CCc3ccc(F)cc3)C2)cc1 (stereo unspecified) | i | 1.6
CCOc1ccc2c(c1)sc1nc(C(=O)OC)cc(=O)n12 | i | 2.3

Further compounds
Order of values – UTI89 phage lysis	Myeloid diff 2	Myeloid diff 2 GFP+ MAC1+ %
- O=C1c2ccccc2C2(c3ccccc3)N1CCN2C(=O)C(Cl)(Cl)Cl (stereo unspecified)
  0.2%	i	1.0
- C[C@@H](C(=O)N=c1sc2ccccc2n1C)N1C(=O)C2CC=CCC2C1=O (stereo partly specified)
  3.0%	i	0.6
- Nn1c(SCC(=O)Nc2nccs2)nnc1-c1ccccn1
  1.4%[50 µM]	i	1.5
- COc1ccccc1NS(=O)(=O)c1ccc(C(=O)NCC(c2ccccc2OC)N2CCCC2)cc1 (stereo unspecified)
  0.8%[50 µM]	i	1.1
- CC(C)C[C@H]1CN=C(Nc2ccccc2)N1CCC(C)c1ccccc1 (stereo partly specified)
  5.7%	i	2.2
- CCOC(=O)c1c(C)[nH]c(C(=O)OCC(=O)N(C)CC(=O)Nc2ccccc2Cl)c1C
  -1.6%	i	0.8
- CCCOc1ccc(C(=O)CCC(=O)OCC(=O)N2CCN(S(=O)(=O)c3ccc(C)cc3C)CC2)cc1
  0.0%[50 µM]	i	0.9
- CSCCC(NC(=O)c1ccccc1Cl)C(=O)N1CCCC(C)C1 (stereo unspecified)
  0.5%[50 µM]	i	0.4
- O=C(COC(=O)/C=C/c1cccc(Br)c1)NCc1ccco1
  1.6%[50 µM]	i	0.3
- O=C(Nc1ccc(S(=O)(=O)N2CCCC2)cc1)c1cccnc1Cl
  1.2%[50 µM]	i	0.8
- COc1cc(C(=O)COC(=O)c2ccc([N+](=O)[O-])o2)cc(OC)c1OC
  -4.8%	i	1.1
- COc1ccc([C@H]2C(C(=O)O)=C[C@@H](C(C)(C)C)N2S(=O)(=O)c2ccccc2)cc1
  0.2%	i	1.8
- O=C(COC(=O)CCc1nc2ccccc2c(=O)[nH]1)Nc1ccccc1
  0.8%	i	2.6
- CCCn1c(COc2ccccc2)nc2ccccc21
  -0.5%	i	0.2
- CCC1CCc2sc(C(=O)NCC(c3ccccc3OC)N3CCCC3)cc2C1 (stereo unspecified)
  1.2%[50 µM]	i	1.9
- CC1CCCCN1C(=O)COC(=O)C1CCN(S(=O)(=O)c2ccc3c(c2)OCCO3)CC1 (stereo unspecified)
  0.6%[50 µM]	i	1.2
- COc1ccc(NC(=O)CN(C)C(=O)Cc2n[nH]c(=O)c3ccccc23)cc1
  -0.2%[50 µM]	i	0.2
- CC(C)(C)OC(=O)C[C@@H]1C/C=C\C[C@@H](CC(=O)NCCO)C(=O)N2CCC[C@H]2COC1=O
  0.9%	i	1.2
- CC[C@]12c3[nH]c4cc(-c5ccco5)ccc4c3CCN1C(=O)[C@@H](CC(=O)NCCC1=CCCCC1)C[C@@H]2C(=O)N1CCN(C(=O)C2CC2)CC1
  0.4%	i	1.2
- COc1ccc(OC)c(N=Nc2c(O)c3ccccc3[nH]c2=O)c1
  0.2%	i	1.4
- O=C(NCCCN1C(=O)c2ccccc2C1=O)OCc1ccccc1
  -1.4%	i	0.8
- CC[C@@H](C)[C@@H]1CN([C@@H](C)CN2CCC[C@H]2CN2C(N)=NC[C@H]2C(C)C)C(=N)N1CCc1ccc(Cl)c(Cl)c1
  0.8%	i	0.7
- S=C1NC[C@H](Cc2ccccc2)N1CC1CCN(CCCCc2ccccc2)CC1
  0.3%	i	1.1
- Cc1ccc(NC(=O)/C=C/c2ccc(S(=O)(=O)N3CCOCC3)cc2)cc1S(=O)(=O)N(C)C
  0.5%	i	0.3
- Cc1cccnc1NC(=O)CNC(=O)C1CCCCC1
  0.6%[50 µM]	i	1.9
- CC[C@]12c3[nH]c4ccc(OC)cc4c3CCN1C(=O)C(CC(=O)NCCCN(C)C)C[C@@H]2C(=O)N1CCN(C(=O)c2ccco2)CC1 (stereo partly specified)
  0.2%	i	0.3
